phage Ecoli inh: growth loss of phage-infected E. coli, primary screen, RecBCD inhibitor project, absorbance, with phage, HTS | inhibition, % at 11.9 µM | AID 651602, 2012 | 360,000 tested, 0.26% active; in the data active means inhibition above about 11%
Ecoli viability: E. coli V3065 growth inhibition, primary screen, counter-screen for AddAB inhibitor project, absorbance, OD600; 18 h; inhibition, % at 11.9 µM; 330,000 tested, 0.27% active;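 active means inhibition above the campaign's mean inhibition across all tested compounds plus 3 SD, cut at about 9.9% in these data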;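 further: uninfected addAB+ strain grown without phage in ampicillin broth; 0% = DMSO wells and 100% = ciprofloxacin 0.95 µg/ml wells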
AddAB inh: growth inhibition of E. coli expressing H. pylori AddAB, primary screen, AddAB inhibitor project, absorbance; 330,000 tested, 0.29% active; AID 435030, 2010; inhibition, % at 11.9 µM; in the data active means inhibition above about 12%;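 further: 0% = vehicle wells of infected cells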
HTR5A inv ag: HTR5A inverse agonists in luminescence cell assay, primary screen, counter-screen for OPRM1-OPRD1 heterodimer inverse agonist project, full-deck HTS; HTR5A cell line, inverse agonism; inhibition, % at 9.3 µM; 340,000 tested, 0.083% active; in the data active means inhibition mostly above about 23%, no sharp cut-off; inactive means mostly below about 18%;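 further: 0% = cells with DMSO and 100% = no-cell wells with DMSO; some compounds called inactive have numbers as strong as hits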
Target sequence (P47898 whole entry, looked up): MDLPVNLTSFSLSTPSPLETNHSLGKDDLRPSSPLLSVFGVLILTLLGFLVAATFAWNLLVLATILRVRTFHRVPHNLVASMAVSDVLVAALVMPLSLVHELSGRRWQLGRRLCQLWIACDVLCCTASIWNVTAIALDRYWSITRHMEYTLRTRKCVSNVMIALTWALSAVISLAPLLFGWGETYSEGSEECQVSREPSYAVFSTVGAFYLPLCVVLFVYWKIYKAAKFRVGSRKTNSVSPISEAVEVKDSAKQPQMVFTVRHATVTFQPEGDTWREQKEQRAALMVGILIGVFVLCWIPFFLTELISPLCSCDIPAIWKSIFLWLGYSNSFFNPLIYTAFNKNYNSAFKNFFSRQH
SUMO Mot1 rescue: yeast Mot1-301 growth rescue at high temperature, primary screen, SUMOylation pathway inhibitor project, S. cerevisiae, ATP luminescence, 38.5C; S. cerevisiae Mot1-301 growth rescue; percent above DMSO median, 100 means doubled; growth rescue, % at 18.8 µM; 320,000 tested, 1% active;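 active means every valid replicate shows activation above 250% relative to neutral control wells; inactive means the rest, any valid replicate at or below 250%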;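 further: OY570 slx delta 5 strain wells were the positive control but not used for scaling; some compounds called inactive have numbers as strong as hits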
PKA-R1A act: activators of PKA-R1A holoenzyme, primary screen, biochemical, fluorescence polarization, Cy5-IP20, bovine R1A, mouse PKAc | 340,000 tested, 0.083% active | PKA-R1A dissociation; scaled: DMSO 0%, 113 µM cGMP 100% | cAMP-dependent protein kinase type I-alpha regulatory subunit (Bos taurus) + … | activation, % at 11.4 µM;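 active means percent activation above the mean of all tested compounds plus 3 SD, cut at about 19% in these data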;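 further: higher means more PKAc released from R1A so a rise in polarization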
Tat export inh: E. coli Tat export inhibitors, primary screen, MC4100, TorA-mCherry reporter, fluorescence, single point; inhibition, % at 10 µM; 340,000 tested, 0.036% active; AID 488895, 2010;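 active means mean replicate inhibition at least 50% and at least half of replicates individually reaching 50%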;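 further: exported cargo escapes ClpAP degradation while cytoplasmic cargo is degraded and loses fluorescence; 0% = median of neutral control wells and 100% = median of NaSCN control wells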
HTR5A ag: HTR5A agonists in luminescence cell assay, primary screen, counter-screen for OPRM1-OPRD1 heterodimer agonist project, full-deck HTS | activation, % at 9.3 µM | AID 504692, 2011 | cell-based | 340,000 tested, 0.61% active | 5-hydroxytryptamine receptor 5A (Homo sapiens), P47898; in the data active means activation mostly above about 9.5%, no sharp cut-off; inactive means mostly below about 7.6%;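 further: 0% = cells with vehicle only and 100% = reference agonist; strong numbers were not always called active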
PKA-R2B act: activators of PKA-R2B holoenzyme, primary screen, biochemical, fluorescence polarization, Cy5-IP20, human. 340,000 tested, 0.079% active. cAMP-dependent protein kinase catalytic subunit beta (Homo sapiens) + cAMP-dependent …. activation, % at 11.4 µM. PKA-R2B holoenzyme dissociation; R2B truncated from residue 108, S112A mutant; 0% DMSO only, 100% 113 µM cGMP;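 active means activation above a cutoff set at the mean over all compounds plus 3 SD, cut at about 18% in these data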;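 further: higher means more holoenzyme dissociation and a rise in polarization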
CDK5 p35 inh: inhibitors of human CDK5/p35 kinase, primary screen, biochemical, single concentration; Cyclin-dependent kinase 5 (Homo sapiens) + Cyclin-dependent kinase 5 activator 1 (Homo …; inhibition, % at 10 µM; 330,000 tested, 0.01% active; Recombinant CDK5/p35, ADP-Glo luminescence, 60 min;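 active means highest replicate inhibition of at least 50% and at least 75% of replicates reaching 50%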;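 further: plate controls were DMSO neutral control for no effect and GW8510 at 10 µM for full effect; many of its hits are not listed in these tables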
Target sequence (Q00535 whole entry, looked up): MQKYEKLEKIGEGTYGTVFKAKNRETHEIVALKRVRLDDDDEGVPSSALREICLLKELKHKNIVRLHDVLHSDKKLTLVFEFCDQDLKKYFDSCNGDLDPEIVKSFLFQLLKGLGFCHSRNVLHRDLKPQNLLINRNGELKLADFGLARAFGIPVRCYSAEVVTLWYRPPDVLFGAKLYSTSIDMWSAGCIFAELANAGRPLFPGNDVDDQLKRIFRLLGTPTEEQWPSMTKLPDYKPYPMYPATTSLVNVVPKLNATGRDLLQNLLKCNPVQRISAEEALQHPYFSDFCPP
Target sequence (Q15078 whole entry, looked up): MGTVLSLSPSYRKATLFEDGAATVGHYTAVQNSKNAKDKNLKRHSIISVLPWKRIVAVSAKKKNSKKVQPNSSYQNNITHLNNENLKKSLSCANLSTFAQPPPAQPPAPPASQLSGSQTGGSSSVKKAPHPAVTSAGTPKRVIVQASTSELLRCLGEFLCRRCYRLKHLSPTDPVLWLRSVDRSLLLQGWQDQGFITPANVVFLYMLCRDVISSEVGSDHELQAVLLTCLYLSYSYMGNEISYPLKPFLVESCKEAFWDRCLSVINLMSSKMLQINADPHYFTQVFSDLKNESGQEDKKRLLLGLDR
DAGLB inh: DAGLB lipase inhibitors, primary screen, biochemical, fluorescence, HTS; Diacylglycerol lipase-beta (Homo sapiens), Q8NCG7; HEK293T DAGLB membrane lysate, EnzChek fluorogenic substrate; inhibition, % at 5.17 µM; 340,000 tested, 0.059% active; in the data active means inhibition above about 34%;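 further: 0% = enzyme with vehicle and 100% = wells lacking enzyme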
Starred values were filed as active, the others as inactive; . = no result given.

Values run as follows: phage Ecoli inh	Ecoli viability	AddAB inh	HTR5A inv ag	SUMO Mot1 rescue	PKA-R1A act	Tat export inh	HTR5A ag	PKA-R2B act	CDK5 p35 inh	DAGLB inh
1	O=C(COC(=O)CCCC1=NS(=O)(=O)c2ccccc2N1)Nc1ccc(Br)cc1
→ 2.2	-0.1	2.7	-14	42	7	2	-1	9	2.2	3
2	Cc1cccc(NC(=O)CCN2C(=O)c3ccccc3S2(=O)=O)c1C
→ .	-2.2	2.0	-17	-17	-12	-7	2	-2	2.2	-3
3	O=C(Cn1c(=O)c2c(ncn2C2CCCC2)n(Cc2ccccc2)c1=O)N1CCc2ccccc21
→ 3.4	0.4	1.9	3	-1	-1	10	-1	2	1.4	-1
4	COC(=O)CN(c1cccc(F)c1)S(C)(=O)=O
→ 0.7	1.0	4.2	-8	9	1	0	-4	5	-0.7	-1
5	CN1C(C(=O)Nc2cccc(O)c2)=CC(c2ccco2)=NS1(=O)=O
→ 2.9	0.5	7.1	18	-11	0	3	-6	2	0.1	-1
6	COc1ccc2[nH]c(=O)c(CN(C(=O)c3cccnc3)c3ccc(C)cc3)cc2c1
→ 1.1	0.2	0.0	-4	-1	-4	4	2	5	3.0	4
7	CC(C)C(=O)NC(=S)Nc1ccccc1F
→ 1.4	4.8	3.9	-27	-12	-3	-2	-2	4	0.9	0
8	COc1cccc(N2CC(C(=O)NNC(=O)c3ccc(Cl)cc3)CC2=O)c1 (stereo not given)
→ 3.2	-2.2	-2.7	13	93	-1	1	1	-1	-0.4	-3
9	CN1C(=O)C(CC(=O)N2CCN(C(c3ccccc3)c3ccccc3)CC2)N(C)C1=O (stereo not given)
→ 0.1	-1.7	1.4	-2	48	0	-5	2	-6	0.8	-1
10	COc1ccc(CNC(=S)Nc2ccccc2-c2ccccc2)cc1
→ .	2.2	1.7	9	0	-1	9	-4	-12	-1.1	0
11	COc1ccc(C(=O)N2CCN(C)C(C)C2)cc1OC1CCN(C(C)=O)CC1 (stereo not given)
→ 1.2	-2.2	0.2	-8	4	-2	0	-4	-2	-1.5	-1
12	Cc1cc(S(=O)(=O)NC2CCCC2)ccc1F
→ 2.7	-0.2	2.6	0	-16	-2	-5	0	2	-0.6	-5
13	C/C(CCc1ccc2c(c1)OCO2)=N\NC(=O)c1ccc(C)cc1C
→ 4.9	-0.2	0.2	-1	-2	-9	-4	0	-6	0.0	-2
14	Cc1nc2ncccn2c1-c1csc(Nc2ccc(S(N)(=O)=O)cc2)n1
→ 1.6	2.3	1.7	6	-18	2	4	-2	5	1.6	-1
15	COc1ccc(-c2[nH]ncc2CN(C)C(C)c2ccon2)c(OC)c1 (stereo not given)
→ 0.3	1.3	-0.4	1	-9	-2	-1	11	-4	-1.2	-1
16	O=C(Nc1cc(Cl)ccc1Cl)P(=O)(O)c1ccccc1
→ 2.7	.	.	-5	.	0	-4	1	-8	-1.9	3
17	CCCn1c(SCC(=O)Nc2ccccc2OC)nnc1-c1ccco1
→ 1.9	1.1	3.2	17	-13	-4	0	-6	-1	0.6	1
18	O=C(NNC1=C(C(=O)C(F)(F)F)CCC1)c1ccccc1Cl
→ -0.2	-1.4	1.1	15	-12	0	-2	-5	-20	1.5	0
19	COC(=O)Cc1c(O)ccn(Cc2cccc(C(F)(F)F)c2)c1=O
→ 1.9	-0.2	0.8	-5	-9	-7	-8	4	0	-0.5	2
20	Cc1cc(C)cc(N(CC(=O)NCc2ccccc2)C(=O)CCC(=O)Nc2ccccn2)c1
→ -0.6	-0.3	3.1	-9	346	7	-1	-2	5	0.3	-4
21	Cc1ccccc1Cn1c(=O)n(-c2ccccc2)c(=O)c2ccc(C(=O)NCc3ccco3)cc21
→ 3.8	0.9	5.0	0	407	-2	8	0	-9	0.0	-1
22	COCC(=O)N(Cc1cc2cc(OC)ccc2[nH]c1=O)c1ccc(C)cc1
→ 1.6	-0.5	0.6	1	3	0	-4	5	-5	1.3	-2
23	COC(=O)c1ccc(NC(=O)C2CC(=O)N(c3ccc(C)cc3)C2)cc1 (stereo not given)
→ 1.4	-2.8	-0.2	3	16	-13	2	-1	-2	-0.8	1
24	CCOC(=O)c1c(C)c(-c2ccccc2)n(CC(=O)N2CCN(C)CC2)c1C
→ 2.4	0.3	-1.3	-5	-2	2	-1	-3	-11	1.5	1
25	Cc1cc(S(=O)(=O)N(Cc2ccccn2)Cc2ccco2)ccc1-n1cnnn1
→ 1.9	-3.2	0.2	2	-4	5	-7	-5	1	2.4	-2
26	CCOc1ccc(-n2c(=S)sc3c(=O)[nH]c(SCC(=O)N4CCC(C)CC4)nc32)cc1
→ 0.5	0.2	-0.6	17	-5	-4	9	-7	2	-2.4	6
27	Cc1cc(NC(=O)COC(=O)C2CC(=O)N(c3cccc(Cl)c3)C2)no1 (stereo not given)
→ 2.1	-3.1	0.3	4	-3	-4	-2	0	9	0.2	-2
28	CCOc1cc(S(=O)(=O)Nc2ccc(Cl)cn2)ccc1Cl
→ 3.2	1.2	-2.7	-20	-22	-6	1	-2	-3	2.5	3
29	Cc1ccc(C(=O)NCC(=O)OCC(=O)Nc2cc(S(=O)(=O)N3CCOCC3)ccc2Cl)s1
→ 0.0	0.3	1.0	-3	-18	-15	7	1	-7	0.1	-3
30	Nc1c(C(=O)Nc2ccc3c(c2)OCCO3)nnn1Cc1cccc(Br)c1
→ 4.0	0.5	-0.3	-12	10	-23	2	8	-18	2.2	1
31	Nn1c(-c2ccc(F)cc2)nc2ccccc2c1=O
→ 2.1	1.9	-0.2	-22	323	-11	-5	6	-5	1.7	0
32	N#Cc1c(-c2ccccc2)ccnc1Oc1ccccc1
→ 1.8	-2.2	3.6	-5	14	-1	-3	2	-3	-0.4	-8
33	O=C(CCN1CCOCC1)NNC(=O)/C(=C/c1ccccc1)NC(=O)c1ccccc1
→ 4.1	1.3	3.8	-14	2	0	0	1	8	-1.2	0
34	CCOC(=O)C1CCCN(C(=O)N2CCOCC2)C1 (stereo not given)
→ 1.3	-1.5	1.2	-2	-10	-1	-5	1	6	-1.6	-2
35	Cc1ccc(C(=O)NC(=S)NNS(=O)(=O)c2ccccc2)cc1
→ 4.0	3.7	5.2	1	21	-4	-5	-1	-2	3.9	1
36	Cc1cc(-n2nc(C)cc2C)nc(NS(=O)(=O)c2ccccc2Cl)n1
→ -0.5	-2.1	-2.4	-12	9	2	-12	4	-15	-2.2	1
37	COc1ccc(-c2c(NC(=O)c3ccco3)oc3ccccc3c2=O)cc1OC
→ 1.4	-1.2	1.3	1	-10	-13	2	3	-6	1.4	3
38	O=C(CN1CCN(Cc2ccc(F)cc2)CC1)NCc1ccccc1
→ 0.6	0.5	1.8	-7	651*	8	1	4	8	-0.9	-3
39	O=C(CN1CCN(c2ncccn2)CC1)N(Cc1ccccc1)c1ccc(F)cc1
→ -1.6	-0.6	0.9	2	8	-7	2	-1	-3	-1.8	-2
40	CCN(CC)c1ccc(NC(=O)c2ccc(=O)[nH]c2)cc1S(=O)(=O)Nc1ccc(OC)cc1
→ -0.8	1.1	-0.1	-4	7	-5	5	2	-19	2.0	1
41	N=C1C(c2ccccc2)=C(O)C2CCc3ccccc3N12 (stereo not given)
→ -2.2	-0.1	-1.6	4	-2	2	-6	1	-7	0.3	3
42	COc1cccc(C(=O)N2CCCc3ccccc32)c1
→ 1.6	1.1	0.4	-2	-10	-1	5	1	1	-0.8	-1
43	COc1ccc(C(C)(C)C)cc1NC(=O)c1cc(S(=O)(=O)N(C)C)ccc1N1CCCC1
→ 5.7	-1.2	-1.4	-6	1	-5	1	2	4	-0.4	-3
44	CCN(CC)S(=O)(=O)c1cccc(NC(=O)CN(C)C2CCCCC2)c1
→ -0.2	-1.7	0.5	7	-5	7	7	-3	2	1.7	1
45	Cc1ccc(NC(=O)C(C)N2C(=O)c3ccccc3C2=O)c(C)c1 (stereo not given)
→ 1.7	-0.5	0.6	-7	-9	-1	-3	2	6	0.0	-3
46	COc1ccc(CN2CCNC(=O)C2CC(=O)NCc2csc(C)n2)c(F)c1 (stereo not given)
→ 2.2	0.3	2.1	2	2	-11	3	-4	-1	2.1	-2
47	COCCn1c(=S)[nH]c2cc(C(=O)N3CCC(C(N)=O)(N4CCCCC4)CC3)ccc2c1=O
→ 1.9	-2.0	2.0	-19	-9	-7	-8	-5	9	-1.4	-2
48	CCOc1cc(C(=O)Nc2ccc3c(c2)OCO3)ccc1OC(F)F
→ 1.4	0.8	1.9	-4	2	-2	0	-1	-9	0.6	-3
49	CCCNC(=O)COC(=O)C1CCN(S(=O)(=O)c2ccc3c(c2)OCCO3)CC1
→ 1.8	2.2	2.2	6	70	2	-5	-3	-2	-1.6	-1
50	O=C(CCCC(=O)OCC(=O)c1ccc(Cl)cc1Cl)Nc1cc(C(F)(F)F)ccc1Cl
→ 2.9	0.7	2.2	20	34	-14	6	2	-18	-0.4	-12

Screening data as filed in PubChem.
